Source: PubChem
M. tuberculosis HTS – M. tuberculosis growth inhibition, HTS (AID 449762) | M. tuberculosis H37Rv growth inhibition, 7H9 media; higher % means a stronger effect | inhibition, % at 25 µM, or IC50 in µM where a hit was titrated | 330,000 tested, 0.59% active; in the data active means a potency from the dose series; inconclusive means inhibition above about 70% without an active follow-up result;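 further: bacterial growth assessed after seven days of incubation; strong numbers were not always called active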
VEEV TC-83 Vero – inhibitors of VEEV TC-83 cytopathic effect, confirmation, Vero cells (AID 588727). Vero cells, VEEV TC-83 cytopathic effect inhibition; higher % means a stronger effect. one-dose inhibition, % at 20 µM; IC50 in µM for titrated hits. 350,000 tested, 0.13% active; in the data active means a potency from the dose series; inconclusive means inhibition mostly from about 14% at the one dose, without a potency; inactive means the rest, 99 in 100 with inhibition below about 12%; further: strong numbers were not always called active
Salmonella PhoP GFP – PhoP regulon inhibitors, Salmonella typhi PhoP promoter GFP reporter, confirmatory (AID 1850). Salmonella Typhi PhoP-promoter GFP reporter, fluorescence, 4 h; higher % means a stronger effect. inhibition, % at 50 µM; hits with a dose series show IC50 in µM. 310,000 tested, 0.33% active; in the data active means a potency from the dose series; inconclusive means inhibition mostly from about 25% at the one dose, without a potency; inactive means the rest, 99 in 100 with inhibition below about 19%;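 further: 0% = induced wells with vehicle and 100% = uninduced wells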
influenza NS1A – H1N1 influenza NS1A inhibitors, functional cell based assay (AID 504329). NS1A functional cell-based assay, percent inhibition; higher % means a stronger effect. one-dose inhibition, % at 12.5 µM; IC50 in µM for titrated hits. 340,000 tested, 0.3% active; in the data active means a potency from the dose series; inconclusive means inhibition above about 27% without an active follow-up result; further: strong numbers were not always called active
M. tuberculosis – growth inhibition of non-replicating M. tuberculosis (AID 488890). Mycobacterium tuberculosis non-replicating, growth inhibition; higher % means a stronger effect. one-dose inhibition, % at 25 µM; IC50 in µM for titrated hits. 320,000 tested, 0.39% active; in the data active means a potency from the dose series; inconclusive means inhibition mostly from about 82% at the one dose, without a potency; inactive means the rest, 99 in 100 with inhibition below about 76%;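 further: plate controls were DMSO cells for no effect and high antibiotic wells for full effect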
VEEV TC-83 Vero 10K pilot screen – second read-out of VEEV TC-83 Vero, no call of its own (marks repeat the call); inhibition, %; measured here: 10K pilot screen inhibition
The depositor's hits bear a star; i = inactive; ? = inconclusive; . = no result given. Not a hit list; 1.6% or so of the library scored in one or more.

SMILES | M. tuberculosis HTS | VEEV TC-83 Vero | Salmonella PhoP GFP | influenza NS1A | M. tuberculosis | others
CC(=O)Nc1ccc(NC(=O)[C@@H]2CCCC[C@@H]2C(=O)O)cc1 | ? | 1.6% | 2.9% | -2.5% | 80.7% | VEEV TC-83 Vero 10K pilot screen=1.4
CC(C)c1ccc(NC(=O)CSc2nc3ncccc3[nH]2)cc1 | 57.4% | 2.0% | 15.2% | 2.9% | ?
COC(C[C@H]1O[C@H]1C(=O)COCc1ccccc1)OC | . | 0.3% | . | -6.6% | .
COC(=O)c1cccc(-n2sc3ccccc3c2=O)c1 | 8.4% | ? | . | -6.5% | ?
COc1ccc2cc(C(=O)Nc3ccccc3)sc(=O)c2c1OC | -1.9% | 0.3% | 0.4% | 7.1% | 15.3%
O=C(CCc1nc2ccccc2c(=O)[nH]1)N1CCN(C/C=C/c2ccccc2)CC1 | -5.4% | 1.1% | -3.9% | 1.7% | 10.0%
O=C1Cc2cc(S(=O)(=O)Nc3cccc([N+](=O)[O-])c3)cc3c2N1CCC3 | 0.0% | 0.4% | -1.3% | 4.4% | 13.2%
Cc1cc(Br)c(NC(=O)COC(=O)CSc2nnc(-c3ccc(Cl)cc3)o2)c(Br)c1 | ? | 1.1% | 6.0% | -0.6% | ?
c1ccc2c(-c3cn4ccccc4n3)c[nH]c2c1 | 2.3% | . | 4.9% | . | 23.6%
CC(C)c1ccccc1OCC(=O)Nc1ccccc1C(=O)N1CCOCC1 | 3.4% | 9.9% | -10.1% | -11.4% | -13.4%
CC(OC(=O)CSc1ccc([N+](=O)[O-])cc1)C(=O)NCc1ccccc1 (stereo unspecified) | 14.5% | 3.1% | 5.0% | -1.3% | ?
CC(=O)Nc1ccc(NC(=O)/C(=C/c2ccco2)NC(=O)c2ccccc2)cc1 | -1.8% | 0.4% | 4.0% | 0.4% | -4.4%
COC(=O)c1ccccc1C(=O)N1CCOCCN(C(=O)c2ccccc2C(=O)OC)CCOCC1 | 3.5% | 0.9% | -17.4% | 16.7% | -3.6%
COc1ccc([N+](=O)[O-])cc1NC(=O)CCCOc1ccccc1 | -3.0% | 1.3% | -1.7% | -0.6% | 12.4%
CSc1ccc(C#N)cc1NC(=O)c1ccc(Cl)nc1 | 2.7% | 4.6% | 1.2% | 0.1% | -1.4%
CC(C)NCCCOc1ccc(C(C)(C)c2ccccc2)cc1 | 1.0% | 0.5% | 0.6% | 1.4% | 10.1%
O=C(O)CCC1(c2ccccc2)NC(=O)NC1=O (stereo unspecified) | 11.1% | 4.3% | -0.7% | -11.7% | -4.0%
COCCn1nnnc1C(c1ccc(C(F)(F)F)cc1)N1CCOCC1 (stereo unspecified) | . | 2.8% | -8.9% | -7.2% | 28.6%
COc1ccccc1NC(=O)CCC(=O)N/N=C(/C)c1ccc(C)cc1 | -1.4% | 0.5% | -7.0% | -8.1% | -2.4%
Nc1cc(N2CCCCC2)c(Cl)cc1[N+](=O)[O-] | -13.4% | i | 8.5% | 6.3% | 15.2%
N#C/C(=C\c1ccccc1)c1ccccn1 | -1.7% | 2.7% | -1.1% | -1.3% | 5.4%
S=C1NC2=C(CCCC2=C2SCCCS2)C(c2ccccc2)N1 (stereo unspecified) | 2.5% | 2.6% | 7.6% | -7.8% | -6.2%
CCCC(c1nnnn1Cc1ccc(OC)cc1)N1CCN(C(=O)c2ccco2)CC1 (stereo unspecified) | 3.3% | 0.2% | -3.7% | -0.5% | 12.4%
Cn1c(=O)c(C(=O)NCc2ccc(F)cc2)c(O)c2ccccc21 | 10.0% | 2.2% | -1.7% | -6.8% | 18.2%
Cc1nc(Nc2ccncc2)c2oc3ccccc3c2n1 | -3.2% | i | -3.5% | 21.5% | -0.6%

Arranged by SMILES length (largest number first): some entries from above.
SMILES | M. tuberculosis HTS | VEEV TC-83 Vero | Salmonella PhoP GFP | influenza NS1A | M. tuberculosis | others
COC(=O)c1ccccc1C(=O)N1CCOCCN(C(=O)c2ccccc2C(=O)OC)CCOCC1 | 3.5% | 0.9% | -17.4% | 16.7% | -3.6%
CC(=O)Nc1ccc(NC(=O)/C(=C/c2ccco2)NC(=O)c2ccccc2)cc1 | -1.8% | 0.4% | 4.0% | 0.4% | -4.4%
CC(C)c1ccccc1OCC(=O)Nc1ccccc1C(=O)N1CCOCC1 | 3.4% | 9.9% | -10.1% | -11.4% | -13.4%
CC(C)c1ccc(NC(=O)CSc2nc3ncccc3[nH]2)cc1 | 57.4% | 2.0% | 15.2% | 2.9% | ?
COc1ccc2cc(C(=O)Nc3ccccc3)sc(=O)c2c1OC | -1.9% | 0.3% | 0.4% | 7.1% | 15.3%
O=C(O)CCC1(c2ccccc2)NC(=O)NC1=O (stereo unspecified) | 11.1% | 4.3% | -0.7% | -11.7% | -4.0%

New compounds follow:
SMILES | M. tuberculosis HTS | VEEV TC-83 Vero | Salmonella PhoP GFP | influenza NS1A | M. tuberculosis | others
COc1ccccc1CCn1cc(C#N)c(=O)[nH]c1=O | -5.9% | 5.5% | -10.6% | . | -2.6%
COc1ccc(/C=N/N2CCN(c3ccncc3S(=O)(=O)N3CCCCC3)CC2)cc1 | -2.4% | 0.3% | -3.2% | -1.0% | -13.5%
O=C(CC1C(=O)NCCN1C(=O)Nc1ccc(F)cc1)Nc1cc(Cl)ccc1Cl (stereo unspecified) | 2.9% | 4.0% | 1.4% | -18.7% | 3.6%
CCCn1c(N)c(C(c2ccc(OC)cc2)N2CCN(c3ccccc3)CC2)c(=O)[nH]c1=O (stereo unspecified) | 4.2% | 1.5% | 2.6% | 1.8% | -17.6%
CCN1C(=O)C(=Cc2ccc(N3CCOCC3)o2)C(=O)N(CC)C1=S | 31.9% | i | -3.0% | -0.8% | 78.5%
COC(=O)c1ccc(COC(=O)C2CCN(S(=O)(=O)c3ccc(C)c(C)c3)CC2)o1 | 65.2% | 0.9% | 5.3% | 9.7% | 26.6%
NNc1ncnc2scc(-c3ccc(Cl)cc3)c12 | 23.7% | 1.6% | -10.3% | 17.1% | -1.6%
CCCOc1ccc(Cc2c(Cl)nc(SC)nc2N(C)C)cc1 | 8.9% | i | -2.2% | -0.8% | 3.6%
O=C(c1ccc2c(=O)n3c(nc2c1)CCCCC3)N1CCN(Cc2ccccc2)CC1 | -12.0% | 0.6% | 13.6% | 18.5% | 1.1%
Cc1c(NC(=O)CN2C(=O)c3ccc([N+](=O)[O-])cc3C2=O)c(=O)n(-c2ccccc2)n1C | -9.1% | 0.3% | -1.0% | -9.1% | -7.7%
CCN(CC)C(=O)c1sc2nc(-c3cccs3)cc(-c3cccs3)c2c1N | 6.0% | 5.2% | 11.7% | -2.8% | 16.6%
OC(CON=C1c2ccccc2-c2ccccc21)CN1CCNCC1 (stereo unspecified) | 11.9% | ? | 2.6% | -0.9% | -6.5%
O=C(Oc1ccccc1)c1ccc2nsnc2c1 | ? | 0.3% | -0.4% | -13.1% | 67.2%
COC(=O)CNC(=O)CNC(=O)c1nn(-c2ccc(OC)c(Cl)c2)c(=O)c2ccccc12 | ? | 2.8% | 0.6% | -9.1% | 44.4%
O=C(COC(=O)c1ccc2c(c1)OCO2)Nc1ccccc1Cl | 2.1% | 0.4% | . | -23.7% | 16.6%
O=C1N=c2ccccc2=C1c1sc(=O)[nH]c1O | 65.3% | i | -2.7% | . | 43.8%
COc1ccccc1CN=C1Nc2ccccc2CS1 | -1.3% | 0.2% | 4.8% | -1.9% | -2.7%
Cc1ccc(C(=O)N2C(CC(=O)Nc3ccc(Cl)cc3)C(=O)NC3CCCCC32)cc1 (stereo unspecified) | -11.6% | 6.8% | 9.0% | -7.0% | 32.2%
O=C(CSc1cn(CCNC(=O)c2cccs2)c2ccccc12)NCc1ccccc1 | -8.7% | 6.8% | -4.0% | 3.5% | 12.2% | VEEV TC-83 Vero 10K pilot screen=4.7
CCOC(=O)C(=Cc1ccc(-c2ccsc2C(=O)OC)o1)C(=O)OCC | -8.8% | 22.1% | 1.9% | -1.4% | 8.1%
CC(=O)N1CCN(C(=O)COC(=O)CNC(=O)c2ccc(C)cc2)CC1 | -1.4% | 1.1% | . | 3.3% | 2.9%
O=C(Nc1ccc(NC(=O)c2ccco2)c(Cl)c1)c1cccc([N+](=O)[O-])c1 | -0.6% | 0.1% | 7.1% | 1.9% | -13.8% | VEEV TC-83 Vero 10K pilot screen=1.2
CC(C)C(=O)Nc1ccc(N2CCOCC2)c(S(=O)(=O)Nc2ccccc2Cl)c1 | -0.5% | 9.3% | . | 1.0% | 19.9%
CCCn1c(N/N=C\C=C\c2ccccc2)nc2c1c(=O)[nH]c(=O)n2C | 52.4% | 9.2% | -2.5% | -3.6% | 28.6%
COc1cccc(-c2nc(N3CCN(Cc4ccccc4)CC3)c3ccccc3n2)c1O | 7.3% | 4.1% | 3.7% | 19.6% | 1.4%

(further entries)
SMILES | M. tuberculosis HTS | VEEV TC-83 Vero | Salmonella PhoP GFP | influenza NS1A | M. tuberculosis | others
CCCOc1ccc(NC(=O)CC2C(=O)N(CC)C(=S)N2Cc2cccs2)cc1 (stereo unspecified) | -4.3% | i | -2.6% | 4.0% | 33.9%
C=CCNC(=O)/C(=C/c1cn(-c2ccccc2)nc1-c1cccc([N+](=O)[O-])c1)NC(=O)c1ccccc1 | 9.0% | 0.7% | -3.7% | 22.9% | -4.4%
CCCCC1=C([O-])C2N=CC=CC2=[N+](c2ccccn2)C1=O (stereo unspecified) | 4.8% | 0.0% | -12.0% | 0.9% | -35.4%
COC(=O)CCCC1=CC2=C(c3ccccc3)C(=O)C(C)(OC(=O)C3CCCC3)C(=O)C2=CN1C1CCCCC1 (stereo unspecified) | -6.4% | i | 12.6% | 1.7% | 44.3% | VEEV TC-83 Vero 10K pilot screen=0.0
Cc1cc(C)cc(N(CC(=O)NCC2CCCO2)C(=O)CN2C(=O)COc3ccccc32)c1 (stereo unspecified) | -0.4% | 2.3% | -7.1% | -2.6% | 0.3%
Cc1ccc(S(=O)(=O)NN2C(=O)/C(=C/c3cccn3C)SC2=S)cc1 | -5.7% | . | -15.9% | . | 32.4%
O=CNc1ccc(OP(=O)(Oc2ccccc2)Oc2ccccc2)cc1 | 10.5% | 3.2% | 6.1% | 0.2% | 12.5%
CCn1ccnc1C(O)(c1ccccc1)c1ccccc1 | 2.2% | 1.2% | -1.4% | -3.0% | 3.0%
CC(C)c1ccccc1OCCCCCN1CCOCC1 | -11.3% | i | 3.4% | . | -5.3%
Cc1ccc(CNC(=O)C2CCC(=O)N(CCc3ccccn3)C2)s1 (stereo unspecified) | -9.3% | 1.3% | -9.3% | -2.0% | -3.7%
Cc1ccc(OCCC(=O)N(CC(=O)Nc2ccccc2C(F)(F)F)Cc2ccco2)cc1 | 4.0% | 6.5% | 10.7% | -11.3% | 7.2%
O=C(CSc1nnnn1-c1ccccc1)CSc1nnnn1-c1ccccc1 | -0.6% | 0.7% | 14.8% | -5.8% | 26.6%
CCOc1ccc(/C(O)=C2/C(=O)C(=O)N(CCN(CC)CC)C2c2ccco2)cc1 (stereo unspecified) | -6.2% | 0.5% | -5.5% | 2.1% | 10.7%
COC(=O)c1ccccc1S(=O)(=O)NNC(=O)c1ccccc1-n1cccc1 | -14.5% | 1.9% | -13.0% | 3.1% | -12.5%
COC(=O)c1cc(S(=O)(=O)N(Cc2ccccc2)C(C)(C)C)c[nH]1 | 4.2% | i | -36.8% | 15.6% | 17.0%
CS(=O)(=O)Cc1nc2ccccc2n1CC(=O)Nc1cccc(S(=O)(=O)N2CCCC2)c1 | . | 0.3% | . | -4.8% | .
Cc1ccc(S(=O)(=O)N(C(=O)c2ccncc2)c2ccc(OC(=O)c3ccncc3)cc2)cc1 | 0.3% | 1.4% | 1.3% | 2.6% | -2.6%
CC(C)C(NC(=O)c1ccc(Cl)cc1Cl)C(=O)N1CCN(S(=O)(=O)c2ccccc2)CC1 (stereo unspecified) | -3.3% | 2.6% | . | -16.4% | 19.6%
O=C(CCn1c(=S)oc2ccccc21)Nc1cccc(F)c1 | 1.4% | 1.4% | -3.0% | 4.4% | -2.3% | VEEV TC-83 Vero 10K pilot screen=3.2
CS(=O)(=O)N1CCN=C1SCc1ccc(Br)cc1 | 0.5% | 3.3% | -5.1% | -5.4% | 23.4%
Cc1ccccc1NC(=O)CN1C(=O)COc2ccc(Cl)cc21 | -3.2% | 0.2% | -1.5% | -1.7% | 0.4%
COCc1cc(Sc2cccc(Cl)c2Cl)nc(-c2ccccc2)n1 | 5.4% | 0.8% | 6.8% | -16.5% | -0.7%
O=C(CCSCCc1ccccn1)Nc1ccc(Br)cc1F | 1.7% | 0.1% | -4.3% | -9.0% | 79.8%
Cc1ccc(-c2csc(NC(=O)/C=C/c3ccco3)c2C(=O)O)cc1 | 15.8% | 5.3% | -2.5% | 1.6% | 76.4%
